MITF TRPM1 HTS: increases MITF-driven TRPM1 promoter luciferase signal. AID 588334. SK-MEL-5 TRPM1-promoter luciferase, 24 h; % of positive control, neutral wells = 0. 0.75% of 300,000 active. activation, % at 12.5 µM;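 active = mean activation of at least 80% with every replicate also reaching 80%; inconclusive = mean reaches 80% but some replicate falls short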;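 note: 0% = neutral control wells and 100% = parthenolide positive control wells; values of inactives mirror those of a sister screen read the other way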
SR-BI DiI inh: blocks mouse SR-BI lipid uptake from DiI-HDL; Q61009; ldlA[mSR-BI] CHO cells, DiI-HDL uptake fluorescence, 3 h; inhibition, % at 12.5 µM; 0.96% of 320,000 active; AID 488896;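 active = mean replicate inhibition of at least 70% and a set share of replicates each scoring 70 or more; inconclusive = meets just one of the two criteria; inactive = fails both criteria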;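 note: 0% = median of neutral control wells and 100% = median of positive control wells; values of inactives mirror those of a sister screen read the other way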
Target sequence (Q61009 whole entry, looked up): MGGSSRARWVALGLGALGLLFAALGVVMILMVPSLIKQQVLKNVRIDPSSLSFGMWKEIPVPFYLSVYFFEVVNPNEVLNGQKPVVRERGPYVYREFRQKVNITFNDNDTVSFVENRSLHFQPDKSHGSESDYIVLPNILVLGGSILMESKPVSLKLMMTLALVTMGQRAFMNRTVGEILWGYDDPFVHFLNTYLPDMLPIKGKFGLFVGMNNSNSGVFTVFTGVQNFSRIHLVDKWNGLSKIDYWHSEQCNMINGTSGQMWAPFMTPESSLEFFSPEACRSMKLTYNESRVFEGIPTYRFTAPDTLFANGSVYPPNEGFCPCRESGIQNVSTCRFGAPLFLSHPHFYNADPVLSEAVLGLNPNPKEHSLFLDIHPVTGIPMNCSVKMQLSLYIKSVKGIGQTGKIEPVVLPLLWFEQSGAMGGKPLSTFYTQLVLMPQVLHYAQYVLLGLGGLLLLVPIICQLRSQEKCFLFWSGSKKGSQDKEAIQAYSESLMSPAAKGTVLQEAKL
CAL PDZ FP-1: human CAL PDZ-peptide interaction inhibition. purified CAL PDZ, TMR-peptide fluorescence polarization, 1 h. AID 504414. 0.02% of 330,000 active. inhibition, % at 20 µM;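 active = highest replicate inhibition of at least 40%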;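 note: plate controls were DMSO neutral control wells for no effect and unlabeled competitor peptide control wells for full effect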
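System: purified tagged CAL PDZ domain construct (CerCALP). Schedule: 1 h incubation at room temperature before polarization reading. Medium: 25 mM sodium phosphate pH 7.4, 150 mM NaCl, TCEP, IgG, Thesit. Read-out: percent inhibition from loss of millipolarization. Measured by: FP readout, S and P plane fluorescence. Probe or stimulus: fluorescent TMR peptide probe.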
phage Ecoli inh: E. coli growth loss with phage present. AID 651602. growth absorbance. inhibition, % at 11.9 µM. 0.26% of 360,000 active; in the data active = inhibition above about 11%
SR-BI DiI-HDL act: SR-BI HDL lipid transfer activation. 0.096% of 320,000 active. activation, % at 12.5 µM. CHO ldlA[mSR-BI] cells, DiI-HDL uptake fluorescence, 3 h; 100 = double the neutral-control signal;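 active = mean replicate activation of at least 60% and every replicate at or above 60%; inconclusive = mean or all-replicate condition met, but not both; inactive = mean below 60% and not all replicates reaching 60%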;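 note: 0% = median plate neutral-control signal and 100% = twice that signal; values of inactives mirror those of a sister screen read the other way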
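System: LDL receptor-deficient CHO ldlA cells overexpressing murine SR-BI | Timing: 3 h uptake period with compound, 37 °C | Medium: HEPES-buffered (25 mM, pH 7.4) F12 plus 0.5% BSA | Dosing: Single-point compound dose | Signal: Bottom-read fluorescence, 550/595 nm | Read-out: Retained DiI signal reflecting DiI-HDL uptake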
AddAB inh: less growth of phage-infected E. coli with AddAB; E. coli expressing H. pylori AddAB, absorbance growth; inhibition, % at 11.9 µM; 0.29% of 330,000 active; in the data active = inhibition above about 12%;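 note: 0% = vehicle wells of infected cells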
Wnt bcat act: activators of Wnt/beta-catenin signaling; Wnt/beta-catenin reporter cell assay, activator, plate reader; activation, % at 9.35 µM; 1.2% of 300,000 active; in the data active = activation above about 30%, passing the limit was not always enough; inconclusive = no clear call, values can overlap the other calls;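 note: 0% = neutral control wells and 100% = positive control wells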
Tat export inh: E. coli Tat transport inhibition; E. coli MC4100 TorA-mCherry Tat export, fluorescence; inhibition, % at 10 µM; 0.036% of 340,000 active; AID 488895;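 active = mean replicate inhibition at least 50% and at least half of replicates individually reaching 50%; inconclusive = only one of the two criteria met; inactive = neither criterion met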;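 note: exported cargo escapes ClpAP degradation while cytoplasmic cargo is degraded and loses fluorescence; 0% = median of neutral control wells and 100% = median of NaSCN control wells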
CAL PDZ FP-2: inhibitors of human CAL PDZ peptide binding | Q9HD26 | purified CAL PDZ, TMR-peptide fluorescence polarization, 1 h | inhibition, % at 24.9 µM | 0.92% of 300,000 active | AID 602252;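 active = mean inhibition of at least 30% with at least half of replicates also reaching 30%; inconclusive = no clear call, values can overlap the other calls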;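 note: 0% = DMSO neutral control and 100% = excess unlabeled competitor peptide PRC23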
Ecoli viability: reduces bacterial viability in AddAB counter-screen; E. coli V3065 growth, OD600 absorbance, 18 h; inhibition, % at 11.9 µM; 0.27% of 330,000 active;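 active = inhibition above the campaign's mean inhibition across all tested compounds plus 3 SD, cut at about 9.9% in these data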;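 note: uninfected addAB+ strain grown without phage in ampicillin broth; 0% = DMSO wells and 100% = ciprofloxacin 0.95 µg/ml wells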
Active calls of the source: *; ? = inconclusive; nt = no result given; & = joins results of further samples.

SMILES | MITF TRPM1 HTS | SR-BI DiI inh | CAL PDZ FP-1 | phage Ecoli inh | SR-BI DiI-HDL act | AddAB inh | Wnt bcat act | Tat export inh | CAL PDZ FP-2 | Ecoli viability
Cc1ccc(S(=O)(=O)CCC(=O)OCC(=O)N(C)C2CCS(=O)(=O)C2)cc1 (centres undefined) | 12 | -10 | -1.8 | 0.5 | 10 | 0.8 | 0 | 2 | -2 | 1.3
CCOc1ccc(-c2nnn(CC(=O)NCc3ccc(C)cc3)n2)cc1 | 2 | -6 | 0.0 | 1.1 | 6 | -0.5 | -8 | -10 | 1 | -3.7
CN(CC(=O)Nc1cccc(F)c1)C(=O)c1ccc2c(c1)CC(c1ccccc1)OC2=O (centres undefined) | -13 | 6 | -2.1 | 1.6 | -6 | nt | 1 | 3 | -1 | nt
O=C(Cn1cnc2c(nnn2Cc2ccc(Cl)cc2)c1=O)N1CCN(c2ccccc2)CC1 | nt | 13 | -0.8 | 1.2 | -13 | -3.8 | -3 | 2 | nt | -5.2
CCC(C)Sc1nnc(NC(=O)c2ccco2)s1 (centres undefined) | nt | -12 | 0.9 | 2.4 | 12 | 0.6 | 24 | 4 | -2 | 1.3
Cc1ccc(NC(=O)N2CCc3ccccc3C2)cc1C | 95* | 34 | -0.7 | 2.3 | -34 | nt | ? | -5 | -5 | nt
COc1ccc(/C(O)=C/c2nc3ccccc3n(-c3ccccc3)c2=O)cc1 | 31 | 20 | 0.1 | 0.9 | -20 | -0.3 | nt | -2 | -3 | -2.4
CCCN1CCN(CCCNC(=O)C2CCCN(c3nc4ccc(OCC)cc4s3)C2)CC1 (centres undefined) | 41 | 16 | -1.6 | 1.6 | -16 | 1.9 | 11 | 8 | -2 | -0.8
CN(C(=O)N1CCN(c2ccccn2)CC1)c1ccccc1 | -2 | -51 | -2.5 | -0.5 | 51 | 0.1 | 5 | 0 | 0 | 1.8
Cc1ccnc2nc(C(=O)OCC(=O)NCc3cccc(Cl)c3)nn12 | -3 | -20 | -0.6 | 1.2 | 20 | 0.8 | 0 | 0 | -4 | -0.7
Oc1ccc(Br)cc1/C=N/n1cnc2ccccc21 | 28 | 5 | -2.4 | 2.1 | -5 | -2.8 | nt | 1 | nt | -3.1
CCNC(=O)Cc1ccc(Br)cc1 | 11 | 4 | 0.2 | 1.2 | -4 | 2.9 | nt | -13 | -3 | 1.3
O=C(N/N=C\c1ccc(Cl)s1)c1cccs1 | 7 | 3 | -2.9 | 1.5 | -3 | 1.0 | nt | -5 | 0 | -2.6
Nc1nc(Nc2ccc(Cl)cc2)n[nH]1 | 2 | 35 | -0.8 | 1.1 | -35 | 3.8 | -4 | 0 | 6 | 1.3
Cc1cccc(NC(=S)NNC(=S)NC2CCCCC2)c1C | -1 | -6 | -1.1 | 3.9 | 6 | -0.2 | 0 | 18 | nt | 0.9
O=C(Cc1cccs1)Nc1ccc(S(=O)(=O)N2CCCC2)cc1 | 17 | 8 | -2.1 | 3.3 | -8 | 1.0 | -1 | -4 | nt | 1.1
FC(F)(F)c1ccc(Cl)c(NC(=S)NC2CC2)c1 | -7 | -23 | -1.2 | 2.0 | 23 | -3.1 | 1 | 3 | 2 | -1.2
COc1ccc(N2C(=O)C(Cl)=C(Nc3ccccc3O)C2=O)cc1 | 3 | 8 | -0.8 | 1.8 | -8 | 1.6 | nt | -3 | -4 | 0.1
CCOC(=O)CCCNC(=O)CN1C(=O)NC2(CCCCCC2)C1=O | -4 | -32 | nt | 3.2 | 32 | 3.5 | nt | 7 | -2 | 2.5
Clc1cccc(-c2ccc(/C=N/n3cnnc3)o2)c1Cl | -50 | -10 | -1.3 | 2.5 | 10 | 2.7 | nt | -1 | 3 | -2.0
CC1=C/C(=N\NC(=S)NCc2ccccc2)CC1 | 26 | 10 | -0.6 | -4.6 | -10 | -3.0 | 1 | -3 | -1 | -4.2
O=C(c1sc2cc(Cl)ccc2c1Cl)N1CCN(CCc2ccccn2)CC1 | -6 | -32 | -1.2 | 3.2 | 32 | 0.7 | -2 | -3 | -17 | -1.5
COc1ccc(Cl)cc1NC(=O)c1cc(-c2ccccc2O)n[nH]1 | 1 | 90* | -1.1 | 3.7 | -90 | -1.2 | nt | -2 | 1 | -0.3
CN(C)c1ccc(P(=O)(OCc2ccccc2)C(O)c2ccncc2)cc1 (centres undefined) | nt | -10 | -2.6 | 4.2 | 9 | 5.0 | nt | -7 | -7 | 0.8
COc1ccccc1C1N=C(c2ccccc2C)NO1 (centres undefined) | 68 | 16 | -2.9 | -2.0 | -16 | 2.2 | 29 | -2 | -4 | 3.3

Following part:
SMILES | MITF TRPM1 HTS | SR-BI DiI inh | CAL PDZ FP-1 | phage Ecoli inh | SR-BI DiI-HDL act | AddAB inh | Wnt bcat act | Tat export inh | CAL PDZ FP-2 | Ecoli viability
COc1c(C)cc(S(=O)(=O)NCc2ccccn2)c(C)c1C | 8 | 5 | 0.3 | 0.6 | -5 | -0.5 | 0 | -6 | nt | -0.6
Cc1nn(C(=O)c2ccc([N+](=O)[O-])cc2)c(C)c1Br | 3 | -11 | -1.1 | -0.4 | 11 | -1.3 | -2 | 6 | 15 | -1.1
COc1cccc(C(=O)Nc2nc(C)cs2)c1 | 38 | -5 | -3.1 | 2.0 | 5 | -1.9 | 44* | 43 | -2 | -4.6
O=C(Nc1ccc(Cl)cn1)c1cccc2ccccc12 | nt | -2 | -0.8 | 0.8 | 2 | 0.7 | -1 | -7 | nt | 2.0
O=C(CO/N=C/c1ccc(OC(F)F)cc1)NC1CCCCCC1 | -13 | 0 | -3.4 | 3.6 | 0 | 2.8 | -1 | 0 | -1 | 3.2
Cc1ccnc2c1NC(=O)c1cccnc1N2C1CC1 | 11 | -15&-3 | 0.4 | 4.1 | 15&3 | -0.9 | 1 | 3&-3 | -3 | -2.3
COc1cc(/C=N/NC(=O)COc2cccc(F)c2)ccc1OS(=O)(=O)c1ccc(C)cc1 | 8 | 35 | -0.7 | 3.2 | -35 | 1.9 | -3 | 7 | -3 | -1.1
COC(=O)[C@]1(C)N[C@H](c2ccc(-c3ccc(Cl)c(Cl)c3)cc2)[C@@H]2C(=O)N(C)C(=O)[C@@H]21 | 7 | 16 | -3.5 | 0.5 | -16 | 4.6 | -5 | 11 | -6 | -2.9
COc1ccc(CNC(=O)C(=O)NCC2OCCN2S(=O)(=O)c2ccc(C)cc2)cc1 (centres undefined) | -6 | -3 | 0.1 | -0.1 | 3 | 0.9 | 0 | 30 | -7 | -0.7
CC(C)C(NC(=O)CCNC(=O)c1ccc(C(C)(C)C)cc1)c1nc2ccccc2[nH]1 (centres undefined) | 5 | -2 | 1.3 | -0.8 | 2 | 1.8 | -1 | -4 | -3 | -0.5
COC(=O)c1cc(Br)c(=O)n(CCC2=CCCCC2)c1 | -15 | 21 | nt | 0.5 | -21 | 2.3 | nt | 6 | -2 | 1.3
O=C1NCC(COc2cccc3ccccc23)O1 (centres undefined) | 17 | 7 | -0.5 | 3.4 | -7 | 1.0 | 0 | 3 | 1 | -1.5
CCOC(=O)CNC(=O)CSc1nnc(CCc2nc3ccccc3[nH]2)n1C | nt | 10 | -0.1 | 3.1 | -10 | 3.5 | 0 | 1 | 0 | 2.7
CSc1ncccc1C(=O)NC1CCN(Cc2ccccc2)CC1 | -2 | 10 | -2.3 | 4.2 | nt | -0.2 | -2 | -6 | -1 | -0.3
O=c1[nH]c(/C=C/c2ccccc2Cl)nc2ccccc12 | 6 | 5 | -1.1 | -1.4 | -5 | 1.7 | 29 | -4 | -1 | -3.3
O=C(Cc1cccc2ccccc12)Nc1ccc(Br)cc1C(=O)O | 8 | 5 | -1.4 | 4.0 | -5 | 2.8 | 0 | 0 | 0 | -2.2
CCOC(=O)C1CN(Cc2ccccc2)C(=O)C1=O (centres undefined) | -3 | -4 | -0.5 | 3.3 | 4 | nt | 1 | -1 | -1 | nt
COc1ccc(OCC(=O)NNC(=S)NC(=O)C2CC2)cc1 | 10 | -3 | -6.5 | -7.5 | 3 | nt | 1 | 4 | nt | nt
O=C1NC2(CCCCC2)C(=O)N1CCS(=O)(=O)Oc1ccc(Br)cc1 | -3 | -5 | -0.6 | 5.4 | 5 | -1.2 | -2 | 0 | 0 | -1.0
O=C(COC(=O)c1cncc(Br)c1)NCC12CC3CC(CC(C3)C1)C2 | 10 | -6 | -1.1 | 0.7 | 6 | nt | 1 | -10 | 3 | nt
COc1ccc(OC)c(NC2=C(Cl)C(=O)N(Cc3ccccc3)C2=O)c1 | -2 | 35 | -1.4 | 4.2 | -35 | 0.7 | -4 | 5 | -4 | -1.5
O=C(NC1CCCc2ccccc21)c1ccc(CNc2c(N3CCOCC3)c(=O)c2=O)cc1 (centres undefined) | -9 | 16 | 0.3 | 2.4 | -16 | -0.2 | -3 | -4 | nt | 0.0
CN(C)CCOC(=O)NC12CC3CC(CC(C3)C1)C2 | 4 | -21 | -0.4 | 1.9 | 21 | 3.1 | -2 | 1 | 4 | 0.8
O=C(NC(=S)Nc1cccc2ncccc12)c1ccccc1 | 3 | 16 | -0.5 | -0.6 | -16 | 1.2 | 1 | -2 | 4 | 2.6
O=C(Nc1nnc(-c2ccco2)o1)c1ccc(S(=O)(=O)N2CCOCC2)cc1 | 25 | -12 | -1.6 | 4.3 | 12 | 1.7 | nt | -10 | -3 | 1.3

The list continues:
SMILES | MITF TRPM1 HTS | SR-BI DiI inh | CAL PDZ FP-1 | phage Ecoli inh | SR-BI DiI-HDL act | AddAB inh | Wnt bcat act | Tat export inh | CAL PDZ FP-2 | Ecoli viability
COc1ccc(C(=O)CN2CCN(c3ccc(F)cc3)CC2)cc1OC | -9 | 27 | -2.3 | 2.9 | -27 | 3.5 | nt | -3 | -1 | -0.9
Cc1ccc(S(=O)(=O)NNC(=O)c2cnn(-c3ccc(Cl)cc3)c2C(F)(F)F)cc1 | -9 | -7 | -1.1 | 2.7 | 7 | 4.2 | -1 | 0 | -7 | -0.5
O=C(COc1ccccc1Cl)Nc1ccccc1C(=O)NC1CC1 | -1 | 27 | -3.3 | 2.2 | -27 | 0.2 | 1 | 0 | -10 | -1.4
Oc1c(CN2CCOCC2)cc(CN2CCOCC2)c(O)c1O | 9 | -1 | 0.0 | 3.4 | 1 | nt | -1 | 9 | 0 | nt
CCC1CCCCN1C(=O)CCc1nnc(Cc2c[nH]c3ccccc23)o1 (centres undefined) | -9 | -2 | -0.2 | 3.0 | 2 | 1.4 | 16 | -3 | 5 | -1.1
COc1ccccc1NC(=O)CNC(=O)CC12CC3CC(CC(C3)C1)C2 | -1 | 10 | -3.0 | 2.4 | -10 | 0.3 | 1 | 2 | -5 | -0.3

Assay outcomes (PubChem BioAssay)
